H37Rv inhibition – M. tuberculosis growth inhibition, HTS (AID 449762). M. tuberculosis H37Rv growth inhibition, 7H9 media; higher % means a stronger effect. hit rate 0.59% among 330,000. inhibition, % at 25 µM; hits with a dose series show IC50 in µM; in the data active = a potency from the dose series; inconclusive = inhibition above about 70% without an active follow-up result;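 note: bacterial growth assessed after seven days of incubation; strong numbers were not always called active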
Salmonella PhoP GFP – PhoP regulon inhibitors, Salmonella typhi PhoP promoter GFP reporter, confirmatory (AID 1850). inhibition, % at 50 µM; hits with a dose series show IC50 in µM. Salmonella Typhi PhoP-promoter GFP reporter, fluorescence, 4 h; higher % means a stronger effect. hit rate 0.33% among 310,000; in the data active = a potency from the dose series; inconclusive = inhibition mostly from about 25% at the one dose, without a potency; inactive = the rest, 99 in 100 with inhibition below about 19%;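 note: 0% = induced wells with vehicle and 100% = uninduced wells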
influenza NS1A – H1N1 influenza NS1A inhibitors, functional cell based assay (AID 504329); inhibition, % at 12.5 µM; hits with a dose series show IC50 in µM; NS1A functional cell-based assay, percent inhibition; higher % means a stronger effect; hit rate 0.3% among 340,000; in the data active = a potency from the dose series; inconclusive = inhibition above about 27% without an active follow-up result; note: strong numbers were not always called active
tuberculosis growth – growth inhibition of non-replicating M. tuberculosis (AID 488890); Mycobacterium tuberculosis non-replicating, growth inhibition; higher % means a stronger effect; inhibition, % at 25 µM; hits with a dose series show IC50 in µM; hit rate 0.39% among 320,000; in the data active = a potency from the dose series; inconclusive = inhibition mostly from about 82% at the one dose, without a potency; inactive = the rest, 99 in 100 with inhibition below about 76%;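 note: plate controls were DMSO cells for no effect and high antibiotic wells for full effect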
VEEV TC-83 Vero – inhibitors of VEEV TC-83 cytopathic effect, confirmation, Vero cells (AID 588727); Vero cells, VEEV TC-83 cytopathic effect inhibition; higher % means a stronger effect; inhibition, % at 20 µM, or IC50 in µM where a hit was titrated; hit rate 0.13% among 350,000; in the data active = a potency from the dose series; inconclusive = inhibition mostly from about 14% at the one dose, without a potency; inactive = the rest, 99 in 100 with inhibition below about 12%; note: strong numbers were not always called active
Active calls of the source: *; i = inactive; ? = inconclusive; / = no result given.

Compound	VEEV TC-83 Vero	tuberculosis growth	H37Rv inhibition	Salmonella PhoP GFP	influenza NS1A
CCC(=O)N(CC)Cc1cc(=O)[nH]c2ccccc12	0.8%	16%	0%	5%	-2%
Cc1cccc(N(C(=O)CCC(=O)Nc2cccnc2)C(C(=O)NC2CCCC2)c2ccncc2)c1 (configuration not stated)	3.0%	1%	-2%	6%	-2%
CN(c1ccccc1)S(=O)(=O)c1cccc(NC(=O)CSc2ncn[nH]2)c1	4.9%	19%	6%	-5%	3%
COc1ccc2c(c1)-c1nc(/N=C/c3ccc(O)cc3)sc1CC2	1.3%	25%	-4%	-3%	-2%
COC(=O)c1c(C)oc(C)c1S(=O)(=O)NCc1ccc(OC)cc1	4.0%	3%	7%	-3%	-12%
Fc1ccc2[nH]c3c(Cl)ncnc3c2c1	2.8%	3%	1%	7%	-4%
Cn1c(COc2ccc(Cl)cc2)nnc1SCC(=O)NC1CCCC1	i	3%	4%	11%	-6%
Cc1cc(-c2ccccc2)nc(N2CCC(C(=O)NC34CC5CC(CC(C5)C3)C4)CC2)n1	3.0%	-20%	-6%	-3%	3%
COCCSc1nnc(NC(=O)c2cc(OC)c(OC)cc2[N+](=O)[O-])s1	1.4%	6%	-3%	-7%	6%
COc1ccccc1CNC(=O)N1CCN(c2ccccc2Cl)CC1	i	-2%	20%	-38%	-1%
O=C(COC(=O)CCc1nc2ccccc2s1)Nc1nc(-c2ccccc2)cs1	1.2%	?	13%	-11%	-6%
CCOC(=O)c1ccc(NC(=O)Nc2ccn(C)n2)cc1	0.6%	-1%	-13%	-3%	13%
O=C(CCN1CCC2CCC(C2)C1)c1ccc(F)cc1 (configuration not stated)	3.6%	/	/	/	-5%
O=C1CN(C(=O)COC(=O)C2=COCCO2)c2ccccc2N1	5.6%	-24%	-9%	4%	-2%
Cc1c(C(=O)NC2CCC(C)CC2)oc2ccccc12 (configuration not stated)	i	21%	5%	-3%	-5%

In the list so far, these contain fluorine:
Compound	VEEV TC-83 Vero	tuberculosis growth	H37Rv inhibition	Salmonella PhoP GFP	influenza NS1A
Fc1ccc2[nH]c3c(Cl)ncnc3c2c1	2.8%	3%	1%	7%	-4%
O=C(CCN1CCC2CCC(C2)C1)c1ccc(F)cc1 (configuration not stated)	3.6%	/	/	/	-5%

Later entries
Compound	VEEV TC-83 Vero	tuberculosis growth	H37Rv inhibition	Salmonella PhoP GFP	influenza NS1A
CC(c1ccccc1)n1c(-c2cccs2)nc2c(c(=O)c3ccccc3n2C)c1=O (configuration not stated)	40%	0%	44%	-7%	/
CCOc1ccc(NC(=O)c2ccc3[nH]c(=O)c(=O)[nH]c3c2)cc1	1.2%	13%	3%	7%	2%
COc1ccc(C(=O)NNC(=O)Cc2coc3cc(OC)ccc23)cc1	2.9%	43%	-2%	/	0%
O=C(Nc1ncn[nH]1)c1cc(S(=O)(=O)Nc2ccc(Cl)cc2)ccc1Cl	1.9%	4%	-1%	-4%	-2%
O=C1CC2(CCN(S(=O)(=O)c3ccccc3)CC2)Oc2ccccc21	0.9%	2%	1%	4%	-6%
CCOC(=O)c1sc2nc(N3CCOCC3)c3c(c2c1N)CCC3	5.6%	16%	6%	3%	8%
NCc1ccc2[nH]c(=O)[nH]c2c1	0.5%	3%	-5%	-4%	6%
COc1ccc(/C=N/N2CCN(C)CC2)c(OC)c1OC	1.4%	6%	2%	-4%	-12%
O=C(Nc1cccc(S(=O)(=O)NC2=NCCCCC2)c1)c1cc(-c2ccccc2Cl)nc2ccccc12	8.3%	14%	-5%	-4%	-7%
Cc1cc(=O)c(C(=O)O)nn1-c1ccccc1	0.7%	-4%	-5%	-4%	-13%
Cc1c(Cl)cccc1Nc1nc(N)nc(CSc2nc3ccccc3s2)n1	9.8%	39%	13%	-10%	-1%
Cc1ccc(NC(=O)c2[nH]cnc2C(=O)NN)cc1	4.0%	-9%	-7%	13%	-6%
COc1ccccc1CO/N=C/c1cccn1-c1nccc(N(C)C)c1C#N	5.0%	23%	1%	-3%	0%
O=C(C1CN(C(=O)c2cc3cc(Cl)ccc3o2)c2ccccc2O1)N1CCCCC1 (configuration not stated)	6.6%	37%	3%	/	4%
CC(Oc1ccc2c(-c3ccccc3)cc(=O)oc2c1)C(=O)N1CCC[C@@H]1C(N)=O (some centres not stated)	0.9%	-8%	-3%	1%	7%

Pulled by structure from the list above, 7 records:
Compound	VEEV TC-83 Vero	tuberculosis growth	H37Rv inhibition	Salmonella PhoP GFP	influenza NS1A
O=C1CN(C(=O)COC(=O)C2=COCCO2)c2ccccc2N1	5.6%	-24%	-9%	4%	-2%
Cc1cc(-c2ccccc2)nc(N2CCC(C(=O)NC34CC5CC(CC(C5)C3)C4)CC2)n1	3.0%	-20%	-6%	-3%	3%
COc1ccc(C(=O)NNC(=O)Cc2coc3cc(OC)ccc23)cc1	2.9%	43%	-2%	/	0%
COc1ccccc1CNC(=O)N1CCN(c2ccccc2Cl)CC1	i	-2%	20%	-38%	-1%
Cc1ccc(NC(=O)c2[nH]cnc2C(=O)NN)cc1	4.0%	-9%	-7%	13%	-6%
CCOC(=O)c1ccc(NC(=O)Nc2ccn(C)n2)cc1	0.6%	-1%	-13%	-3%	13%
O=C(Nc1cccc(S(=O)(=O)NC2=NCCCCC2)c1)c1cc(-c2ccccc2Cl)nc2ccccc12	8.3%	14%	-5%	-4%	-7%

Following part:
Compound	VEEV TC-83 Vero	tuberculosis growth	H37Rv inhibition	Salmonella PhoP GFP	influenza NS1A
O=C(Nc1cccc(S(=O)(=O)Nc2ccccc2Cl)c1)c1ccc(N2CCCC2)c([N+](=O)[O-])c1	2.5%	-7%	1%	-4%	0%
COc1cc(C(=O)N[C@@H](C)C(=O)NCc2ccco2)cc(OC)c1OC	1.9%	0%	1%	-23%	-1%
COC(=O)c1cccc(Oc2cccc(C(F)(F)F)c2)n1	0.4%	45%	-3%	-10%	-7%
COc1cccc(CN2CCN(Cc3ccon3)CC2CCO)c1 (configuration not stated)	2.5%	18%	3%	-1%	9%
COc1ccccc1N1CCN(C(=O)C2CCCN(c3ncnc4c3nc3n4CCCCC3)C2)CC1 (configuration not stated)	7.8%	23%	13%	-1%	14%
Cc1cccc(-c2noc(CCCC(=O)Nc3cccnc3)n2)c1	i	/	-1%	-3%	-4%
CC(NC(=S)Nc1ccccc1)C1COc2ccccc2O1 (configuration not stated)	i	75%	4%	-7%	5%
O=C(O)c1cccc(N=NN2CCCCCC2)c1	i	-18%	-10%	1%	20%
Cc1ccc(S(=O)(=O)NCC(=O)OCC(=O)N2CCN(C(=O)c3ccco3)CC2)cc1C	1.9%	-18%	1%	5%	-11%
CN(c1ccccc1)S(=O)(=O)c1cccc(NC(=O)c2nn(C)c(=O)c3ccccc23)c1	7.5%	-5%	8%	/	-11%
O=C(Nc1ccc(NC(=O)c2cccc([N+](=O)[O-])c2)cc1)c1cccc([N+](=O)[O-])c1	i	/	4%	0%	6%
O=C(O)c1ccnc(SCC(=O)c2ccccc2)c1	2.3%	8%	-3%	-6%	-4%
COC(=O)C(C)Sc1nc2c(cnn2-c2ccc(F)cc2)c(=O)[nH]1 (configuration not stated)	1.4%	1%	10%	2%	-9%
CC1CCN(CC(=O)Nc2ccc(S(=O)(=O)NC3CC3)cc2)CC1	0.9%	-9%	-2%	4%	-8%
COc1ccc(CC(=O)NC2CCCCCC2)c(OC)c1	i	0%	-5%	0%	6%
CC1CCCCC1NC(=O)c1ccc(N2CCCC2=O)cc1 (configuration not stated)	i	16%	13%	8%	9%
O=C(/C=C/c1ccccc1[N+](=O)[O-])NCc1ccncc1	i	4%	8%	-6%	4%
COc1ccc(C(=O)c2coc3ccc(OC(C)=O)cc23)cc1	3.7%	11%	9%	13%	-13%
CCOc1ccc(CCNC(=O)Cn2cccc2C(=O)c2ccccc2)cc1OCC	1.4%	12%	1%	-11%	1%
CCOc1ccc(NC(=O)COc2ccc(C(=O)NCc3cccc(OC)c3)cc2OC)cc1	1.7%	-23%	-9%	/	-20%
CCN(CC)C(=O)c1sc(NC(=O)c2ccc3c(c2)OCO3)c(C#N)c1C	3.3%	-5%	-9%	-7%	-11%
CCn1c(SCC(=O)NCc2ccccc2)nc2c(c1=O)SC(C)C2 (configuration not stated)	0.6%	/	-5%	-7%	-1%
COc1ccc(C(=O)N2CCOCC2)cc1S(=O)(=O)N1CCCc2ccccc21	1.0%	5%	1%	2%	-3%
Oc1ccccc1CN1CCN(C(O)(c2ccccc2)c2ccccc2)CC1	i	25%	13%	2%	-6%
O=C(NCCc1ccc(Cl)cc1)c1cc(-c2ccccn2)nc2ccccc12	10%	27%	2%	-2%	-3%
O=C1c2ccccc2C(=O)N1CSc1nnc(Nc2ccccc2)s1	2.7%	-1%	0%	-5%	/
CCc1cccc(C)c1NC(=O)CSc1nc(C)c(C)o1	0.2%	-21%	-5%	-3%	8%
Cc1cc(C(C)(C)C)oc1C(=O)N(CC(=O)NC1CCCC1)Cc1ccccc1	i	8%	4%	2%	-8%
NC(=O)Cn1nnc(-c2ccc(CN3CCCCC3)cc2)n1	1.5%	1%	4%	-1%	-6%
O=C(NCCCN1CCCC1=O)c1cccc(S(=O)(=O)NCc2ccccc2)c1	1.1%	-5%	-1%	-2%	-14%
CC(c1ccccc1)C1CC(=O)N(c2cc(Cl)ccn2)C1=O (configuration not stated)	i	-5%	-6%	-19%	-16%
S=C(c1ccc(-c2ccc(Br)cc2)o1)N1CCOCC1	1.3%	/	-6%	13%	/
COc1ccc(NC(=O)Cc2c(SC)c3ccccc3n2Cc2ccccc2)cc1	i	-9%	10%	-8%	-2%
COc1cccc(-c2nc(C(=O)NCCCN3CCOCC3)cc3c2[nH]c2ccccc23)c1	3.9%	-3%	-10%	13%	10%
CC1=C(C(=O)OCCOc2ccccc2)C(c2ccc(C)o2)C2=C(CC(C)(C)CC2=O)N1 (configuration not stated)	9.0%	25%	-10%	-2%	8%
COc1ccccc1NC(=O)c1ccc(NS(=O)(=O)c2cccc3cccnc23)cc1	7.1%	8%	1%	12%	22%
Clc1ccc(CSc2ccc(-c3ccccn3)nn2)cc1	?	?	?	3%	21%
COC(=O)c1c(NC(=O)C(=O)NCCCN2CCOCC2)sc2c1CC(C)(C)OC2	0.3%	-3%	-4%	7%	-2%
Cc1cc(C)c(S(=O)(=O)N(CC(=O)O)CC(=O)O)c(C)c1	0.1%	-4%	4%	-7%	-9%
NC(=O)CSc1nnc(-c2ccco2)n1-c1ccccc1	0.2%	-13%	-1%	6%	-28%
NC(=O)c1ccsc1NC(=O)c1nc(-c2ccccc2)n(-c2ccccc2)n1	8.5%	20%	0%	-7%	8%
O=C(CS(=O)CC(=O)NC12CC3CC(CC(C3)C1)C2)Nc1ccc(F)cc1 (configuration not stated)	1.9%	5%	3%	-4%	-1%
Cc1ccc(NC(=O)CN2CCc3ccccc3C2)cc1S(=O)(=O)N(C)C	2.6%	4%	-8%	-7%	10%
CC(C)(C)c1nnc(NC(=O)C2c3ccccc3Oc3ccccc32)s1	1.7%	?	37%	-19%	-8%
O=C(CSc1nnc(CNC(=O)c2c(F)cccc2Cl)o1)c1ccccc1	1.3%	58%	-8%	-11%	14%
COC(=O)c1ccc(C(=O)OC)c(NC(=O)CN2CCCCC2)c1	i	47%	11%	-7%	-3%
COc1cc(OC)cc(-c2nnc(SCC(=O)N(Cc3ccccc3)C(C)(C)C)o2)c1	7.9%	-7%	-5%	-9%	8%

High-throughput results: PubChem BioAssay, Southern Research Specialized Biocontainment Screening Center
